DAX1 inh-1: inhibitors of human orphan nuclear receptor DAX1 (NR0B1); actives 0.99% (n = 340,000); inhibition, % at 6.75 µM; HEK293 Gal4-DAX1 luciferase reporter, luminescence; AID 504766;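 active = inhibition above the mean over all tested compounds plus 3 SD, cut at about 4.2% in these data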;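 note: 0% = DAX1-transfected cells with DMSO and 100% = empty-vector control cells with DMSO; inhibition shows as a rise in luminescence from relieved DAX1 repression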
Target sequence (P51843 207-470 limits assumed): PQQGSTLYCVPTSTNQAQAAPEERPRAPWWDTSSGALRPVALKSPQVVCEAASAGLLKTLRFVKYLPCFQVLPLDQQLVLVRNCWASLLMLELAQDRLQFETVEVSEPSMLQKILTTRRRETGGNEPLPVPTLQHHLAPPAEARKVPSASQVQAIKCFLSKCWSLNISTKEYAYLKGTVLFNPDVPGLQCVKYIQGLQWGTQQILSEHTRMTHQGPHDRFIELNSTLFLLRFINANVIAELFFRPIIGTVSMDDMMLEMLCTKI
PLC-gamma1 inh: PLC-gamma1 (human) inhibition, primary screen | purified PLC-gamma1, fluorogenic substrate, fluorescence | inhibition, % at 12.2 µM | actives 0.84% (n = 370,000) | AID 720700; in the data active = inhibition above about 9.5%
sPLA2-III inh: Inhibits HGIII-sPLA2 liposome hydrolysis, primary screen; AID 743126; Q9NZ20; inhibition, % at 12.2 µM; QFRET BODIPY PC-A2 liposome hydrolysis, fluorescence; actives 0.56% (n = 370,000);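 active = inhibition above mean plus 3 SD of compounds lying within the high and low control bounds, cut at about 19% in these data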;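 note: 0% = median of test compound wells and 100% = no enzyme DMSO wells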
Target sequence (Q9NZ20 whole entry, looked up): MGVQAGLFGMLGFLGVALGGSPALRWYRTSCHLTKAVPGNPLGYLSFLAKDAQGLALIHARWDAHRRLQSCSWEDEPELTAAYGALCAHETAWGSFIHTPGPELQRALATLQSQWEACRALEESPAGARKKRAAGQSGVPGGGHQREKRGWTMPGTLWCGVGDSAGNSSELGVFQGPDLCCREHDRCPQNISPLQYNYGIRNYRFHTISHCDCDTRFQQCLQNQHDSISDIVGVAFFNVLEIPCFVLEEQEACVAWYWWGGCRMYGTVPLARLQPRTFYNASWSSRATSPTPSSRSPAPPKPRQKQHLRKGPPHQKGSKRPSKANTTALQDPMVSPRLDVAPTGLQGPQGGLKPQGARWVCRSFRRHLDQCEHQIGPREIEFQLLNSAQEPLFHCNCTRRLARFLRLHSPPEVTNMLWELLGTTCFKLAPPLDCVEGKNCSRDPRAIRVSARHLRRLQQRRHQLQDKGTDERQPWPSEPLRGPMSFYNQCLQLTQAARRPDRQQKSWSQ
hgDAF-12 ag: hgDAF-12 agonism, primary luciferase screen; HEK293 GAL4-hgDAF12 UAS-luciferase reporter, agonist luminescence; normalized to butyrate control; activation, % at 6.8 µM; actives 1.8% (n = 370,000);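 active = activation above a cutoff set at the mean of all screened compounds plus 3 SD, cut at about 10% in these data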;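 note: 0% = DMSO wells and 100% = sodium butyrate wells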
PLCb3 inh: blocks human PLC-beta3 enzyme activity | Q01970 | Purified PLC-beta3, fluorogenic substrate, fluorescence | inhibition, % at 12.2 µM | actives 0.18% (n = 370,000) | AID 720704; in the data active = inhibition above about 11%;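 note: 0% = median of compound wells on plate and 100% = full blocker control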
DAX1 inh-2: inhibitors of DAX1 repression of SF-1 activated StAR promoter | AID 652010 | HEK293T StAR-luciferase reporter, SF-1/DAX-1 repression relief | inhibition, % at 6.8 µM | actives 1.1% (n = 370,000);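 active = inhibition above the mean over all tested compounds plus 3 SD, cut at about 3.6% in these data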;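 note: 0% = DAX-1 cells with DMSO and 100% = cells lacking DAX-1 with DMSO; higher inhibition means more luminescence from relief of DAX-1 repression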
ssDAF12 agonist: S. stercoralis DAF-12 activation, primary screen; HEK293 ssDAF-12/GRIP1 lit1-tk-luc reporter, luminescence; % of 3 µM dafachronic acid response; AID 652126; actives 1% (n = 370,000); activation, % at 6.8 µM;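 active = activation above the mean over all tested compounds plus 3 SD, cut at about 0.9% in these data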;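 note: 0% = DMSO-only wells and 100% = 3 µM delta7-dafachronic acid wells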
hcDAF-12 act: activates DAF-12 receptor from parasite H. contortus; HEK293 hcDAF-12 lit1-tk-luc reporter, luminescence; 0% DMSO, 100% Δ7-dafachronic acid; activation, % at 6.8 µM; actives 1.4% (n = 370,000); AID 652067;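 active = activation above the mean of all tested compounds plus 3 SD, cut at about 5.5% in these data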;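 note: 100% = response to 3 µM Δ7-dafachronic acid high control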
GAA850 FXN act: increases GAA850 frataxin promoter reporter activity; HEK293 lucGAA850 FXN promoter luciferase reporter, 24 h; percent of 10 µM SAHA response; activation, % at 6 µM; actives 0.56% (n = 360,000);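 active = activation above the average of all compounds screened plus 3 SD, cutoff fixed separately per campaign, cut at about 7.5% in these data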;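 note: 0% = DMSO wells and 100% = 10 µM SAHA wells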
ADAM17 inh: ADAM17 inhibition, QFRET primary screen; recombinant ADAM17, EDANS/DABCYL FRET peptide cleavage; actives 0.83% (n = 370,000); inhibition, % at 6.95 µM; AID 720648; P78536;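 active = inhibition above the mean of compounds lying between control limits plus 3 SD, set per campaign, cut at about 8.5% in these data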;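 note: 0% = DMSO-only wells as the low control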
ADAM10 inh: inhibits human ADAM10; inhibition, % at 7 µM; AID 720582; actives 0.62% (n = 370,000); recombinant ADAM10, EDANS/DABCYL FRET peptide cleavage, 3 h; O14672;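 active = inhibition above a per-campaign cutoff equal to the mean of compounds falling between control-based bounds plus 3 SD, cut at about 20% in these data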;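 note: 0% = DMSO wells while the 100% control is not disclosed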
An asterisk follows results filed as active; · = not tested or not shown.

| cpd | SMILES | DAX1 inh-1 | PLC-gamma1 inh | sPLA2-III inh | hgDAF-12 ag | PLCb3 inh | DAX1 inh-2 | ssDAF12 agonist | hcDAF-12 act | GAA850 FXN act | ADAM17 inh | ADAM10 inh |
| --- | --- | --- | --- | --- | --- | --- | --- | --- | --- | --- | --- | --- |
| 1 | COc1ccc(NS(=O)(=O)c2ccc(Br)cc2)cn1 | -0.2 | 3.0 | 2.0 | 0.2 | -1.6 | 0.3 | -0.7 | 0.8 | 0.9 | -0.1 | -14.6 |
| 2 | O=S(=O)(Nc1ccc2c(c1)OCO2)c1ccc(F)c(F)c1 | 0.8 | 5.1 | -0.7 | -0.6 | -3.2 | -0.5 | -1.1 | 1.7 | -0.8 | 2.5 | -2.9 |
| 3 | COc1ccc(OC)c(CCNC(=O)CS(=O)(=O)Cc2nc(-c3ccccc3Cl)oc2C)c1 | 0.0 | -1.2 | 0.7 | -1.7 | -8.4 | -0.2 | -1.1 | 0.6 | -1.3 | -0.5 | -10.4 |
| 4 | CC(=O)Nc1ccc(NC(=O)c2ccccc2C)cc1 | -0.6 | 4.1 | 5.0 | 0.1 | 1.6 | 1.1 | -0.6 | 0.6 | 3.0 | -1.5 | -0.5 |
| 5 | CC(C)(C)C1CCC(C(=O)OCC(=O)N2CCOCC2)CC1 (configuration not stated) | -1.2 | 3.9 | 1.9 | -0.1 | 2.0 | -0.6 | -1.0 | -1.3 | 1.5 | 2.2 | 2.8 |
| 6 | Cc1ccc(OCC(=O)NC(C)c2ccccc2)c([N+](=O)[O-])n1 (configuration not stated) | 0.9 | 0.1 | -5.5 | 6.5 | -3.8 | 0.4 | -1.5 | -0.9 | 3.9 | -1.4 | -3.3 |
| 7 | CCN1CCN(CCC(=O)Nc2ccccc2C)CC1 | -1.5 | 1.0 | -3.9 | -0.3 | -1.2 | -0.2 | -0.7 | -0.4 | -1.2 | 2.3 | 1.6 |
| 8 | c1ccc2c(c1)N=C(N1CCN(Cc3ccc4c(c3)OCO4)CC1)c1ccccc1S2 | · | 1.1 | -7.0 | 1.1 | 1.6 | -1.5 | -1.1 | -0.9 | · | -0.4 | -3.1 |
| 9 | COc1cccc(OC)c1C(=O)Nc1nc(-c2ccccc2)cs1 | -0.9 | -1.5 | -4.8 | -1.8 | -6.7 | -0.4 | -1.2 | -2.6 | 0.0 | 3.3 | 3.5 |
| 10 | Cc1cccc(NC(=O)CSCC(=O)NCc2ccco2)c1 | 2.1 | 1.2 | -2.4 | -0.4 | -4.9 | -1.0 | -1.1 | 0.8 | 1.2 | -0.3 | -3.9 |
| 11 | COc1ccc(Cl)cc1Cn1c(C)c(C(=O)NCc2ccc3c(c2)OCCO3)sc1=O | · | 0.9 | -8.3 | 1.1 | -1.4 | 1.4 | -1.0 | -0.6 | -0.4 | 0.4 | 11.2 |
| 12 | COc1ccc(C(CC(=O)O)N2Cc3ccccc3C2=O)cc1 (configuration not stated) | -0.5 | 0.8 | -1.5 | -0.7 | -4.4 | -0.3 | -1.5 | -1.0 | 2.9 | -2.4 | -7.1 |
| 13 | COc1cccc(C(=O)COc2ccc3ccc(=O)oc3c2)c1 | 0.9 | -12.8 | -7.5 | -0.9 | -10.2 | 0.1 | -1.4 | -0.6 | 5.1 | -14.5 | -42.0 |
| 14 | CCCSCCCNC(=O)Cn1c(=O)c2cccn2c2ccccc21 | -1.1 | 4.0 | 1.2 | -0.1 | 5.3 | -0.5 | -1.5 | -2.3 | -0.1 | -1.4 | 0.3 |
| 15 | CC1CC(C)CN(CC(=O)c2c[nH]c3ccccc23)C1 (configuration not stated) | 2.0 | -10.5 | -12.8 | 2.1 | -15.3 | 0.3 | -0.2 | 3.6 | -0.7 | -3.1 | 0.1 |
| 16 | CC(=O)Oc1cccc2c1C(=O)C1CC=CC(OC(C)=O)C1C2=O (configuration not stated) | 3.0 | -13.1 | 17.4 | 4.1 | -28.4 | 0.8 | -1.1 | -1.7 | 5.5 | -0.6 | -3.2 |
| 17 | Cc1nn(CC2CC2)c(=O)n1-c1ccc(Oc2ccccc2)cc1 | -1.0 | -0.5 | -3.0 | -2.5 | -2.8 | -0.7 | -1.8 | -3.1 | -0.1 | 0.3 | -1.8 |
| 18 | CC1(C(=O)O)CCC(C(=O)NCCc2ccccc2)C1(C)C (configuration not stated) | 0.8 | -0.5 | 2.7 | 2.0 | 0.0 | -0.3 | -0.8 | 1.3 | -0.2 | -4.5 | 2.2 |
| 19 | CCOc1ccccc1NC(=O)C(C)CC (configuration not stated) | 2.7 | 3.5 | 3.6 | 0.5 | 2.2 | 0.2 | -0.9 | -1.4 | 2.5 | -4.5 | 6.8 |
| 20 | COC(=O)c1ccc(/C=C(\C#N)c2ccccn2)cc1 | 5.0* | 2.1 | 2.7 | 14.6* | -1.1 | 3.1 | 1.5* | 3.0 | 5.0 | -2.9 | 3.7 |
| 21 | CCOc1ccc(OCC)c(NC(=O)c2ccc(CNc3c(N4CCOCC4)c(=O)c3=O)cc2)c1 | -0.7 | -1.9 | -0.8 | -0.6 | -1.4 | -1.4 | -1.7 | 1.6 | -0.8 | -0.6 | 8.3 |
| 22 | c1ccc(OCc2nnc(SCc3nc4ccccc4[nH]3)n2-c2ccccc2)cc1 | · | -4.3 | 1.9 | -0.6 | -4.1 | -0.8 | -1.7 | -0.6 | · | -2.8 | -12.2 |
| 23 | Cc1nnc(SCC(=O)NNC(=O)CC#N)[nH]c1=O | -0.1 | 0.3 | -12.8 | -2.7 | -1.8 | 0.0 | -1.3 | 1.5 | 1.3 | -6.6 | -9.3 |

Gathered by group: the compounds so far containing an aryl methoxy group (six)
| cpd | SMILES | DAX1 inh-1 | PLC-gamma1 inh | sPLA2-III inh | hgDAF-12 ag | PLCb3 inh | DAX1 inh-2 | ssDAF12 agonist | hcDAF-12 act | GAA850 FXN act | ADAM17 inh | ADAM10 inh |
| --- | --- | --- | --- | --- | --- | --- | --- | --- | --- | --- | --- | --- |
| 1 | COc1ccc(NS(=O)(=O)c2ccc(Br)cc2)cn1 | -0.2 | 3.0 | 2.0 | 0.2 | -1.6 | 0.3 | -0.7 | 0.8 | 0.9 | -0.1 | -14.6 |
| 3 | COc1ccc(OC)c(CCNC(=O)CS(=O)(=O)Cc2nc(-c3ccccc3Cl)oc2C)c1 | 0.0 | -1.2 | 0.7 | -1.7 | -8.4 | -0.2 | -1.1 | 0.6 | -1.3 | -0.5 | -10.4 |
| 9 | COc1cccc(OC)c1C(=O)Nc1nc(-c2ccccc2)cs1 | -0.9 | -1.5 | -4.8 | -1.8 | -6.7 | -0.4 | -1.2 | -2.6 | 0.0 | 3.3 | 3.5 |
| 11 | COc1ccc(Cl)cc1Cn1c(C)c(C(=O)NCc2ccc3c(c2)OCCO3)sc1=O | · | 0.9 | -8.3 | 1.1 | -1.4 | 1.4 | -1.0 | -0.6 | -0.4 | 0.4 | 11.2 |
| 12 | COc1ccc(C(CC(=O)O)N2Cc3ccccc3C2=O)cc1 (configuration not stated) | -0.5 | 0.8 | -1.5 | -0.7 | -4.4 | -0.3 | -1.5 | -1.0 | 2.9 | -2.4 | -7.1 |
| 13 | COc1cccc(C(=O)COc2ccc3ccc(=O)oc3c2)c1 | 0.9 | -12.8 | -7.5 | -0.9 | -10.2 | 0.1 | -1.4 | -0.6 | 5.1 | -14.5 | -42.0 |
